CAL PDZ FP-1 – CAL PDZ peptide-binding inhibitors, primary screen, biochemical, fluorescence polarization, Cer-tagged CAL PDZ, HTS; purified CAL PDZ, TMR-peptide fluorescence polarization, 1 h; inhibition, % at 20 µM; 0.02% of 330,000 active; AID 504414, 2011;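 active means highest replicate inhibition of at least 40%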;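 further: plate controls were DMSO neutral control wells for no effect and unlabeled competitor peptide control wells for full effect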
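Read-out basis: mP drop reported as inhibition | Assay system: Tagged CAL PDZ protein CerCALP, purified | Benchmarks: Unlabelled peptide for full inhibition, DMSO wells as neutral | Schedule: 1 h incubation at room temperature before polarization reading | Buffer or medium: Sodium phosphate/NaCl buffer pH 7.4 with TCEP, IgG, Thesit | Doses: Single point, 20 µM | Measured by: Fluorescence polarization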
Rtt109 Vps75 – inhibitors of C. albicans Rtt109/Vps75 HAT, primary screen, biochemical, ThioGlo CoA-SH fluorescence, plate reader | Histone acetyltransferase RTT109 (Candida albicans (strain SC5314 / ATCC MYA-2876)), … | purified Rtt109/Vps75, 4 h | 0.16% of 330,000 active | inhibition, % at 34.9 µM;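 active means inhibition of at least 50% in every replicate; inconclusive means best replicate reaches 50% inhibition but some replicates fall short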
Target sequence (Q5AAJ8 whole entry, looked up): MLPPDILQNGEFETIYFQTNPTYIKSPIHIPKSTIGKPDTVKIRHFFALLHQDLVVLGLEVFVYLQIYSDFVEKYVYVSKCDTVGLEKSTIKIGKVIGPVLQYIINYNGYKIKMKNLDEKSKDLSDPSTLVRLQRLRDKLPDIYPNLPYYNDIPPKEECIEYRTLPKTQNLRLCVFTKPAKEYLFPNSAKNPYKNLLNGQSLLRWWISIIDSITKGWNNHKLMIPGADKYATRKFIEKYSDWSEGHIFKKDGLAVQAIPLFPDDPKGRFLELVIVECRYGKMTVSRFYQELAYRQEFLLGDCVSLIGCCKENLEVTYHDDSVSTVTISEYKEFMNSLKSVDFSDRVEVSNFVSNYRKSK
V-ATPase pHluor – regulators of yeast V-ATPase proton pumping, primary screen, pHLuorin cytosolic pH fluorescence | response, % at 10 µM | 0.37% of 350,000 active | S. cerevisiae | AID 504577, 2011; in the data active means response mostly above about 7.3%, no sharp cut-off; inactive means mostly below about 5.4%; further: actives read high; inactives centre near 0; some compounds called inactive have numbers as strong as hits
RTF Ca sens act – cardiac RTF calcium sensitivity activators, primary screen, biochemical, IANBD-TnC fluorescence, EC20 calcium. Troponin I, cardiac muscle (Homo sapiens) + Troponin T, cardiac muscle (Homo sapiens) + …. IANBD-labeled TnC RTF fluorescence at EC20 calcium; 0% EC20 calcium, 100% full calcium. activation, % at 7.2 µM. 0.24% of 340,000 active;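 active means activation above the mean over all tested compounds plus 3 SD, cut at about 30% in these data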;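 further: rise in fluorescence read as greater calcium sensitivity of cardiac thin filaments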
dFosB act – activators of delta FosB homodimer, primary screen, biochemical, fluorescence polarization, TAMRA-CDK5 oligo, single point | 0.99% of 340,000 active | Protein FosB (Mus musculus), P13346 | purified delta FosB; percent of positive-control signal above neutral wells | AID 493131, 2011 | activation, % at 25 µM;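 active means mean activation above about 17%, with every replicate also reaching it, limit read from the data, passing the limit was not always enough; inconclusive means only one of the two conditions met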;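 further: fluorescence polarization rise as delta FosB binds a TAMRA Cdk5 AP-1 oligo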
CAL PDZ FP-2 – untagged CAL PDZ binding inhibitors, primary screen, biochemical, fluorescence polarization, HTS. Golgi-associated PDZ and coiled-coil motif-containing protein (Homo sapiens), Q9HD26. purified CAL PDZ, TMR-peptide fluorescence polarization, 1 h. inhibition, % at 24.9 µM. 0.92% of 300,000 active. AID 602252, 2012;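 active means mean inhibition of at least 30% with at least half of replicates also reaching 30%; inconclusive means no clear call, values can overlap the other calls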;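 further: 0% = DMSO neutral control and 100% = excess unlabeled competitor peptide PRC23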
MITF TRPM1 HTS – activators of MITF-driven TRPM1 promoter reporter, primary screen, cell-based, SK-MEL-5, luciferase, single point; SK-MEL-5 TRPM1-promoter luciferase, 24 h; % of positive control, neutral wells = 0; activation, % at 12.5 µM; 0.75% of 300,000 active;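 active means mean activation of at least 80% with every replicate also reaching 80%; inconclusive means mean reaches 80% but some replicate falls short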;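 further: 0% = neutral control wells and 100% = parthenolide positive control wells; values of inactives mirror those of a sister screen read the other way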
Wnt act – Wnt/beta-catenin pathway activators, primary screen, cell-based, plate reader, single point | Wnt/beta-catenin reporter cell assay, activator | 1.2% of 300,000 active | activation, % at 9.35 µM; in the data active means activation above about 30%, passing the limit was not always enough; inconclusive means no clear call, values can overlap the other calls;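 further: 0% = neutral control wells and 100% = positive control wells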
Tat transport – E. coli Tat export inhibitors, primary screen, MC4100, TorA-mCherry reporter, fluorescence, single point | inhibition, % at 10 µM | 0.036% of 340,000 active | AID 488895, 2010;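 active means mean replicate inhibition at least 50% and at least half of replicates individually reaching 50%; inconclusive means only one of the two criteria met; inactive means neither criterion met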;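 further: exported cargo escapes ClpAP degradation while cytoplasmic cargo is degraded and loses fluorescence; 0% = median of neutral control wells and 100% = median of NaSCN control wells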
CDK5 p35 inh – inhibitors of human CDK5/p35 kinase, primary screen, biochemical, single concentration; inhibition, % at 10 µM; 0.01% of 330,000 active; Recombinant CDK5/p35, ADP-Glo luminescence, 60 min; Cyclin-dependent kinase 5 (Homo sapiens) + Cyclin-dependent kinase 5 activator 1 (Homo …;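 active means highest replicate inhibition of at least 50% and at least 75% of replicates reaching 50%; inconclusive means only one of the two criteria met; inactive means both criteria failed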;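 further: plate controls were DMSO neutral control for no effect and GW8510 at 10 µM for full effect; many of its hits are not listed in these tables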
Target sequence (Q00535 whole entry, looked up): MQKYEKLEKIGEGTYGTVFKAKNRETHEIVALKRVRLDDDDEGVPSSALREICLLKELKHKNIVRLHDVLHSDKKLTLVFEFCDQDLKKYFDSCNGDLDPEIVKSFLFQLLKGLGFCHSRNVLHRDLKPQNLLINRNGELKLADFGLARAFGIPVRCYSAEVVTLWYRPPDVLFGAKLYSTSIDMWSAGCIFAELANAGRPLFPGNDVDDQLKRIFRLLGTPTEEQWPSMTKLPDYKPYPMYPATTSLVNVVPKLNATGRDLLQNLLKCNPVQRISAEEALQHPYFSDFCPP
Target sequence (Q15078 whole entry, looked up): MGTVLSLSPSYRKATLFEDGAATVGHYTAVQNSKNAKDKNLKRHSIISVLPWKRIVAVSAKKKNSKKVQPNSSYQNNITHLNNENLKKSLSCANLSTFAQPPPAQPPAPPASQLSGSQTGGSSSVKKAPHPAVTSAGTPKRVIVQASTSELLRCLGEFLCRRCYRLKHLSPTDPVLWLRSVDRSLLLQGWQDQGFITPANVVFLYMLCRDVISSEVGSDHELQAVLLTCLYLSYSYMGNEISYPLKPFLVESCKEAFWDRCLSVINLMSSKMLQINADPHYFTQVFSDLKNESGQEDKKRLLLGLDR
Numbers without * were called inactive; ? = inconclusive; · = no result given. Rows were taken by chance. Share with any hit: about 4.1%.

The line under a structure holds: CAL PDZ FP-1, Rtt109 Vps75, V-ATPase pHluor, RTF Ca sens act, dFosB act, CAL PDZ FP-2, MITF TRPM1 HTS, Wnt act, Tat transport, CDK5 p35 inh
CC(C)C(c1nnnn1Cc1ccc(F)cc1)N1CCN(C2CCCC2)CC1 (stereo not given)
  0.4, -10, 1, 2, -7, ·, 10, -1, -2, 2.6
CCN1C(=O)[C@H]2[C@@H](c3ccc(-c4ccc(Cl)c(Cl)c4)c(OC)c3)N[C@@](Cc3ccccc3)(C(=O)OC)[C@H]2C1=O
  0.3, -8, -3, -2, -9, 0, -15, -6, 5, -1.0
CCCc1cc(=O)[nH]c(SCC(=O)Nc2ccccc2C#N)n1
  -1.1, -7, 2, 2, -7, -2, -13, ·, -4, -0.8
O=C(NCc1ccco1)c1ccc2c(=O)n(Cc3ccco3)c(SCC(=O)N3CCCC3)nc2c1
  -2.9, -4, -2, 0, -10, ·, -9, -1, -3, -0.6
CCC1Nc2ncnc(N3CCOCC3)c2N(Cc2ccccc2)C1=O (stereo not given)
  -0.6, 4, 8, 0, 4, -2, -3, 0, 1, -0.7
CCOc1ccccc1C(=O)Nc1ccc(S(=O)(=O)N2CCOCC2)cc1
  ·, 3, -3, -3, -18, 0, 1, ·, 1, -0.1
CC(=O)c1cccc(NC(=O)NCCc2ccc(Cl)cc2)c1
  -2.7, 7, -4, 2, -4, 0, 18, 10, 6, 0.5
CCNC(=S)NNC(=O)c1cc(CC(C)C)nc2ccccc12
  -1.7, 2, -2, -4, -2, ·, -16, ·, 0, -3.0
Cc1cc(Cl)c2oc(C(=O)N3CCCCC3CCN3CCCC3=O)c(C)c2c1 (stereo not given)
  -3.1, 11, -2, -4, -11, -2, 7, 0, 7, 1.6
Cc1ccc(NC(=O)C2CCN(S(=O)(=O)c3ccc4c(c3)CCCC(=O)N4)CC2)cc1N(C)C
  -0.9, -1, 0, -3, -10, -3, -21, -2, -5, ·
Cn1c(=O)oc2cc(S(=O)(=O)N3CCN(c4ccc(F)cc4)CC3)ccc21
  0.2, -1, -5, 3, -3, -3, -4, ·, 2, 0.9
CCOC(=O)CN1NC2(CCC(C(C)(C)C)CC2)NC1=S (stereo not given)
  -2.1, 14, -6, -1, -14, 1, -5, -7, -3, 0.8
CCOC(=O)c1sc(NC(=O)CSc2ncn(-c3ccccc3)n2)nc1C
  0.8, 3, 0, -2, -10, 1, -1, ·, 7, 1.3
COc1ccc(C2=NNC(c3cccnc3)=Nc3ccccc32)cc1
  -4.1, 3, 1, -3, -15, -2, -6, ·, -1, 0.0
N#Cc1ccc(S(=O)(=O)NC2CCCCNC2=O)cc1 (stereo not given)
  ·, -2, 0, 20, -4, 0, 1, 2, -6, -0.5
O=C(CCCC(=O)N(CC(=O)NC1CCCC1)Cc1ccc(F)cc1)Nc1ccccn1
  -0.2, 6, 7, 4, -2, 0, -1, ·, 4, 0.2
CCCCOc1cccc(C(=O)Nc2ccc(N3CCN(CC)CC3)cc2)c1
  -1.4, -3, 1, -1, -5, 0, 20, ·, 1, 0.5
COc1ccc2c(c1)c(C(O)CN1CCC(Cc3ccccc3)CC1)c(C)n2C (stereo not given)
  -2.6, 10, -2, 3, -4, -4, 3, -1, ?, 0.4
O=C(CN1C(=O)c2cccnc2Oc2ccc(Cl)cc21)NC1CCCCCC1
  0.2, -1, -2, 0, -6, 2, -15, 4, -6, 1.0
CCN(CC(=O)Nc1ccccc1C(F)(F)F)C(=O)CCc1ccccc1
  -2.6, -6, -3, -1, -3, -3, 2, 0, 5, 0.0

(list continues)
The line under a structure holds: CAL PDZ FP-1, Rtt109 Vps75, V-ATPase pHluor, RTF Ca sens act, dFosB act, CAL PDZ FP-2, MITF TRPM1 HTS, Wnt act, Tat transport, CDK5 p35 inh
CC(C)(C)n1ncc2c(=O)n(Cc3ccc(Cl)cc3)cnc21
  -1.1, 1, 1, -3, -1, 0, -26, -2, 3, 0.3
O=C1COc2ccc(S(=O)(=O)N3CCCC3)cc2N1
  -3.2, 0, -3, -5, -4, -4, 12, 0, -7, -1.8
Cc1ccc(OCCNC(=O)CCNS(=O)(=O)c2ccc(C)cc2)cc1
  -3.3, -3, -2, -9, -3, 3, 2, 0, -3, -0.2
CO/N=C(/c1nonc1N)N1CCN(c2ccc([N+](=O)[O-])cc2)CC1
  -1.2, 5, -1, 7, 1, -2, 4, ·, -1, -1.6
O=C(CN1C(=O)c2ccccc2S1(=O)=O)Nc1ccc(S(=O)(=O)Nc2ncccn2)cc1
  -1.6, -1, -2, 3, -1, -3, 10, 2, 14, 0.3
O=C(CN(C(=O)c1csnn1)c1ccc(F)cc1)NCc1ccc(F)cc1
  -1.4, -11, -5, 0, 1, ·, -6, 0, -4, -2.8
Cc1c(N)cccc1-n1cnnn1
  -2.7, -15, 7, 0, -5, -2, -5, 2, 1, 0.5
COC(=O)c1cc(NC(=O)c2ccco2)ccc1N1CCOCC1
  -0.4, -3, 0, -1, -2, -3, -1, -2, 3, 0.6
Cc1ccc(NC(=O)C2COc3ccccc3O2)cc1S(=O)(=O)N1CCOCC1 (stereo not given)
  -0.3, 0, -2, 1, -7, -2, 7, 5, 5, 0.0
CC1CCN(C(=S)SCc2nc(N)nc(Nc3ccccc3)n2)CC1
  -0.8, 0, -3, 7, -3, ·, ·, 16, 19, -9.4
CCN(CC)C(=O)CNC(=O)Cc1ccc(Cl)cc1
  -0.6, -15, 9.5*, -10, -3, -2, 3, ·, -5, 0.7
COCCCNC(=O)CCn1c(=O)c2ccccc2n(CC(=O)Nc2c(C)cccc2C)c1=O
  0.0, -12, -1, 3, -5, -3, -1, 0, -2, -0.4
Cc1ccc(C(=O)CCC(=O)OCC(=O)N2CCN(S(=O)(=O)c3ccc(C)cc3C)CC2)cc1
  -1.9, 11, -2, -6, -5, 5, 5, -1, -2, -0.3
COC(=O)c1c(-c2ccccc2)nn(-c2ccccc2)c1C(=O)OC
  0.9, -3, 3, -3, -13, 4, -5, -2, 13, 0.7
CC(C)Cc1cc(CN2CCC(CO)(Cc3ccccc3)CC2)[nH]n1
  -1.1, -2, -2, -2, -2, -4, 9, -1, 3, 0.0
CCCc1nc2ccc(NC(C)=O)cc2c(=O)n1Cc1ccccc1Cl
  -0.2, 0, 9, -4, -8, 0, ·, 2, -5, 1.4
CN(C(=O)c1cccc(NC(=O)Cc2ccc(NC(=O)C3CCN(S(=O)(=O)c4cccc([N+](=O)[O-])c4)CC3)cc2)c1)C1CC1
  -0.5, 0, -1, 4, -4, -2, 5, -2, 4, -2.9
Cc1ccc(-c2c[n+](=O)c3c(n2[O-])CCC3)cc1
  -2.1, -6, -1, 3, 5, 1, 4, -1, 2, -1.3
Cc1cc(C)n(-c2c(F)c(F)c(COC(=O)c3ccccc3)c(F)c2F)n1
  -1.1, 4, 0, 7, 8, 0, 6, ·, 5, 0.5
COc1ccc([C@@H]2[C@@H]3C(=O)N(C(C)(C)C)C(=O)[C@@H]3[C@]3(Cc4ccccc4)C(=O)N(c4ccc(Br)cc4)C(=O)N23)cc1
  0.0, -5, -2, -4, -12, -4, 9, ·, 1, -0.1

Laid out differently: 6 of the compounds above
Structure | CAL PDZ FP-1 | Rtt109 Vps75 | V-ATPase pHluor | RTF Ca sens act | dFosB act | CAL PDZ FP-2 | MITF TRPM1 HTS | Wnt act | Tat transport | CDK5 p35 inh
O=C1COc2ccc(S(=O)(=O)N3CCCC3)cc2N1 | -3.2 | 0 | -3 | -5 | -4 | -4 | 12 | 0 | -7 | -1.8
Cc1ccc(OCCNC(=O)CCNS(=O)(=O)c2ccc(C)cc2)cc1 | -3.3 | -3 | -2 | -9 | -3 | 3 | 2 | 0 | -3 | -0.2
CO/N=C(/c1nonc1N)N1CCN(c2ccc([N+](=O)[O-])cc2)CC1 | -1.2 | 5 | -1 | 7 | 1 | -2 | 4 | · | -1 | -1.6
O=C(CN1C(=O)c2ccccc2S1(=O)=O)Nc1ccc(S(=O)(=O)Nc2ncccn2)cc1 | -1.6 | -1 | -2 | 3 | -1 | -3 | 10 | 2 | 14 | 0.3
O=C(CN(C(=O)c1csnn1)c1ccc(F)cc1)NCc1ccc(F)cc1 | -1.4 | -11 | -5 | 0 | 1 | · | -6 | 0 | -4 | -2.8
Cc1c(N)cccc1-n1cnnn1 | -2.7 | -15 | 7 | 0 | -5 | -2 | -5 | 2 | 1 | 0.5

(continued)
The line under a structure holds: CAL PDZ FP-1, Rtt109 Vps75, V-ATPase pHluor, RTF Ca sens act, dFosB act, CAL PDZ FP-2, MITF TRPM1 HTS, Wnt act, Tat transport, CDK5 p35 inh
COc1ccc(CCNC(=O)CC2SC(=NCCC(C)C)NC2=O)cc1OC (stereo not given)
  -0.5, 0, -3, -1, -1, -5, 4, 0, 8, -0.9
O=C(NC(=S)NCCN1CCOCC1)c1ccc(F)cc1
  -2.2, -6, -4, 18, -8, -2, 22, 4, 0, -0.2
COc1cccc(N2CC(C(=O)Oc3ccc4ccccc4c3)CC2=O)c1 (stereo not given)
  -1.8, -13, 5, 6, -6, -3, ·, ·, 6, -0.7
COc1ccccc1C(=O)Nc1ccnn1C1CCN(C(=O)c2ccoc2C)CC1
  -2.2, 11, 0, 4, -10, -2, 26, 8, -2, 0.0
C/C=C(/C)C(=O)O[C@@H]1c2cc3c(c(OC)c2-c2c(cc(OC)c(OC)c2OC)[C@@H](OC(C)=O)[C@@H](C)[C@H]1C)OCO3
  0.1, -2, 4, -5, -5, -5, 5, ·, -1, 1.9
